Source: PubChem
NPC1 prom act = activators of NPC1 promoter; Huh7 NPC1 promoter luciferase reporter, 24 h; Potency, µM (top dose mostly 9.22 µM), without a hit: at the top dose activation, most hits filed as activators; 320,000 tested, 2.4% active; AID 485313;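 also: % of control where 0% means no effect; nearly all actives have a fitted effect of over 60% in size; reporter is driven by a mutant NPC1 promoter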
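Luminescence from an NPC1 promoter-driven luciferase reporter in stably transfected Huh7 cells was measured after 24 h compound treatment at 37 °C, followed by 10 min ambient incubation with luciferase detection reagent.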
p53 reactivator = restores transcriptional activity of mutant p53; 320,000 tested, 0.063% active; H1299 p53-A138V BP100-luciferase reporter, luminescence, 24 h; Potency, µM (series often up to 92.2 µM), inactives show at the highest dose activity change, positive = activation, usual class: activators; also: % of control where 0% means no effect; nearly all actives have a fitted effect of over 45% in size
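p53-null H1299 cells stably carrying temperature-sensitive p53-A138V and a BP100-luciferase reporter were pinned with compounds (4-point, 1:5 series) and held 24 hrs at 37 deg C. Luminescence was read 10 min after detection reagent.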
VP16 counter = counter-screen for ROR gamma inhibitors: Gal4-VP16 reporter. Drosophila S2 Gal4-VP16 UAS-luciferase, luminescence, 20 h. Potency, µM (titrated, usually from 53.6 µM), for inactives: top-dose activity, negative = inhibition, actives largely listed as inhibitors. 310,000 tested, 3.5% active. AID 2546;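 also: Gal4-VP16 expression switched on by copper sulfate through the metallothionein promoter; % is scaled to controls: 0 for no effect and ±100 for the full control effect; nearly all actives have a fitted effect of over 50% in size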
RORgamma inh = ROR gamma (mouse) transcription inhibition; P51450; Drosophila S2 Gal4-RORgamma UAS-luciferase reporter, 20 h; Potency, µM (series often up to 53.6 µM), inactives show top-dose activity change, negative = inhibition, most hits filed as inhibitors; 310,000 tested, 5.4% active; AID 2551; also: % is scaled to controls: 0 for no effect and ±100 for the full control effect; nearly all actives have a fitted effect of over 60% in size
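ROR gamma transcriptional activity was tracked as Gal4-UAS luciferase output in stably transfected Drosophila Schneider cells, with compound added 1 hr before 700 uM copper sulfate induction and a 20 hr ambient-temperature incubation.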
BRCA1 expr act = activators of BRCA1 expression; MCF7-BRCA1-FFLuc reporter, luminescence, 48 h; response scale: scaled: vehicle 0%, 10 µM genistein 100%; Potency, µM (doses to about 46.1 µM), inactives show top-dose activation, most hits filed as activators; 380,000 tested, 1.1% active; also: nearly all actives have a fitted effect of over 80% in size; some results filed as inactive show a strong effect at the top dose
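Compounds are tested at multiple concentrations on MCF7 BRCA1-luciferase reporter cells seeded at 2000 per well; after 48 h, a single luminescence end-point is taken and curves fitted to the normalized data.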
MBNL1-CUG inh = blocks human MBNL1 binding to CUG repeat RNA; 280,000 tested, 0.036% active; TR-FRET MBNL1-His/biotin-(CUG)12 binding, 665/545 ratio; Q9NR56; Potency, µM (doses to about 57.5 µM), inactives show top-dose activity change, negative = inhibition, most hits filed as inhibitors; AID 2675; active = well fitted inhibition curve with a large enough effect in the signal ratio, with a control signal flat, not every such curve was filed as active; inconclusive = small, poorly fitted or top-dose-only effect, or effect the other way, or a change in a side signal; inactive = no such curve, though single readings can be large or run the other way; the % refers to the signal ratio; also: % is scaled to controls: 0 for no effect and ±100 for the full control effect
Target sequence (Q9NR56 whole entry, looked up): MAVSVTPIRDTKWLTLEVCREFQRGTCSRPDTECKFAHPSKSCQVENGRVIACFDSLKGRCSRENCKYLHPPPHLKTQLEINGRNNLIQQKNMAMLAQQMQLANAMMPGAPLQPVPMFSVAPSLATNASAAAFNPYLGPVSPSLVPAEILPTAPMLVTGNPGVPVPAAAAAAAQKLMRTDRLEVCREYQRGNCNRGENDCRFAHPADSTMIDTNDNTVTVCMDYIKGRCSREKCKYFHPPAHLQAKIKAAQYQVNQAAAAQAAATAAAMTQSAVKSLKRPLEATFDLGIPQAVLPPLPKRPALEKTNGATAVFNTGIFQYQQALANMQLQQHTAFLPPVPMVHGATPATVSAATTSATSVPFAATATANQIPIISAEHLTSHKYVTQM
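Compounds (final 92 nM to 58 uM) are added to His-tagged MBNL1 and biotin-(CUG)12, then terbium anti-His antibody and streptavidin-XL665 (5 nM final). After 60 min at room temperature, the 665/545 nm ratio is read.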
FLuc counter = inhibits or activates purified firefly luciferase, miR-21 counter-screen. 360,000 tested, 6.9% active. P08659. Potency, µM (series often up to 57.5 µM), without a hit: top-dose activity change, negative = inhibition, actives largely listed as inhibitors. purified FLuc, Km substrates, luminescence inhibition;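 also: plate controls were vehicle for no effect and reference inhibitor for full effect; nearly all actives have a fitted effect of over 55% in size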
Target sequence (P08659 whole entry, looked up): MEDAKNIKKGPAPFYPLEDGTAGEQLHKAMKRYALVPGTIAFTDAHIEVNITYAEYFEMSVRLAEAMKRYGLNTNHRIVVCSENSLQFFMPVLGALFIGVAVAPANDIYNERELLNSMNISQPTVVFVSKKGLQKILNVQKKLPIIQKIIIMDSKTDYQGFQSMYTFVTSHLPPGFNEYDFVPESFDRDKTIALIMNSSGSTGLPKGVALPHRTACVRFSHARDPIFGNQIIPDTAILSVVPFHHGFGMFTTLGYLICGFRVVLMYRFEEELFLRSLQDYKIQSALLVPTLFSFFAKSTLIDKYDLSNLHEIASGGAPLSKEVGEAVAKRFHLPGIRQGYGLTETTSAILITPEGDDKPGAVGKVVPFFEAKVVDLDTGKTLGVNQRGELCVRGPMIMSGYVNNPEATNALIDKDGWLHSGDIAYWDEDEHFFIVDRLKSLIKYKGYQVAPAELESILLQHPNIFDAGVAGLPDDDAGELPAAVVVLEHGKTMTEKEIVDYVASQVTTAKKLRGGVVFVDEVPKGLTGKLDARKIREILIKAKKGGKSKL
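Purified P. pyralis luciferase, 10 nM final, with Km-level 10 uM D-luciferin and 10 uM ATP in 50 mM Tris acetate pH 7.5, 10 mM Mg acetate, 0.01% Tween-20, 0.05% BSA; 6-point qHTS titration about 60 µM downward; luminescence read.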
ELG1 genotoxic = genotoxicity induction in ELG1-luciferase HEK293T cells; HEK293T ELG1-luciferase reporter, luminescence, 16 h; Potency, µM (highest dose often 46 µM), for inactives: top-dose activity change, positive = activation, hits mostly activators; 330,000 tested, 1.3% active; AID 504466; also: % of control where 0% means no effect; nearly all actives have a fitted effect of over 60% in size
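After overnight (16 hr) compound treatment at 37 °C, ELG1-luciferase HEK293T cells were lysed with ONE-Glo; luminescence quantified 30 min later at room temperature.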
Rab9 prom act = Rab9 promoter activation | Huh7 Rab9 promoter-luciferase reporter, luminescence, 24 h | Potency, µM (series often up to 9.22 µM), for the others: at the highest dose activation, negative = inhibition, hits mostly activators | 320,000 tested, 2.8% active; also: % of control where 0% means no effect; nearly all actives have a fitted effect of over 60% in size
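Promoter activation is measured as luciferase luminescence in Huh7 cells stably transfected with a Rab9 promoter–luciferase construct, following 24 h compound exposure at 37 °C and 10 min reagent incubation at ambient temperature.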
MLL CXXC-DNA inh = MLL CXXC-DNA interaction inhibition; Q03164; MLL-CXXC / FITC-HOXA9 DNA fluorescence polarization; Potency, µM (titrated, usually from 115 µM), inactives show top-dose activity change, negative = inhibition, usual class: inhibitors; 290,000 tested, 0.037% active; active = well fitted inhibition curve with a large enough effect in the polarisation, with a control signal flat, not every such curve was filed as active; inconclusive = small, poorly fitted or top-dose-only effect, or effect the other way, or a change in a side signal; inactive = no such curve, though single readings can be large or run the other way; the % refers to the polarisation
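Steps: dispense CXXC domain solution (7 uM) → pin compounds or unlabeled HOX-A9 DNA control → 5 min ambient → add FLSN-HOX-A9 solution (50 nM) → spin → 30 min ambient → fluorescence polarization. Tris pH 7.5/NaCl/DTT/BSA buffer.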
uPA surface inh = inhibitors of cell surface uPA generation; cell surface uPA generation assay, qHTS; Potency, µM (top dose mostly 38.3 µM), without a hit: at the top dose activity change, negative = inhibition, most hits filed as inhibitors; 330,000 tested, 0.31% active; AID 540303; active = well fitted inhibition curve with a large enough effect; inconclusive = small, poorly fitted or top-dose-only effect; inactive = no such curve, though single readings can be large or run the other way; tested in mouse RAW 264.7 cells; also: % is scaled to controls: 0 for no effect and ±100 for the full control effect; nearly all actives have a fitted effect of over 55% in size
An asterisk follows results filed as active; ? = inconclusive; . = not tested or not shown; [ ] = another dose, or the depositor's remark. Unless noted, calls follow the shape of the dose curve; as a rule, active = well fitted curve in the direction sought with a large enough effect; inconclusive = small, poorly fitted or top-dose-only effect, or another doubt; inactive = no such curve, though single readings can be large; an effect the other way counts as inactive or inconclusive. Potency is read from the fitted curve at half-maximal effect.

A first look:
| mol | NPC1 prom act | p53 reactivator | VP16 counter | RORgamma inh | BRCA1 expr act | MBNL1-CUG inh | FLuc counter | ELG1 genotoxic | Rab9 prom act | MLL CXXC-DNA inh | uPA surface inh |
| --- | --- | --- | --- | --- | --- | --- | --- | --- | --- | --- | --- |
| O=C(COc1ccc(Cl)cc1)NC1CCSC1=O (configuration not stated) | 0% | 9% | -27% | 0% | 10% | 1% | -5% | ? | 3% | 6% | 1% |
| Cc1cccc(C(=O)Nc2cccc(S(=O)(=O)NCc3ccco3)c2)c1 | -2% | 15% | . | . | -38% | . | . | -3% | 0% | . | 6% |
| CC1CCCN(C(=O)COC(=O)c2cccc(NS(=O)(=O)c3ccccc3)c2)C1 (configuration not stated) | -6% | 4% | . | . | -1% | . | 2% | 0% | -1% | . | 2% |

The whole of this part (from the top)
| mol | NPC1 prom act | p53 reactivator | VP16 counter | RORgamma inh | BRCA1 expr act | MBNL1-CUG inh | FLuc counter | ELG1 genotoxic | Rab9 prom act | MLL CXXC-DNA inh | uPA surface inh |
| --- | --- | --- | --- | --- | --- | --- | --- | --- | --- | --- | --- |
| O=C(COc1ccc(Cl)cc1)NC1CCSC1=O (configuration not stated) | 0% | 9% | -27% | 0% | 10% | 1% | -5% | ? | 3% | 6% | 1% |
| Cc1cccc(C(=O)Nc2cccc(S(=O)(=O)NCc3ccco3)c2)c1 | -2% | 15% | . | . | -38% | . | . | -3% | 0% | . | 6% |
| CC1CCCN(C(=O)COC(=O)c2cccc(NS(=O)(=O)c3ccccc3)c2)C1 (configuration not stated) | -6% | 4% | . | . | -1% | . | 2% | 0% | -1% | . | 2% |
| CC(C)(C)C(=O)Nc1nnc(Cc2ccccc2)s1 | -1% | 5% | 1% | 13µM* | 10% | -15% | 1% | 0% | 1% | 6% | . |
| c1ccc(CN2CN=C(Nc3nc4ccccc4s3)NC2)cc1 | 3% | -1% | 5% | 6% | -1% | 3% | -2% | 0% | 1% | -4% | -1% |
| CCc1ccc(-c2nc(CN3CCC(C(=O)NCc4ccccc4OC)CC3)c(C)o2)cc1 | 1% | -1% | 20µM* | ? | 1%[1.84 µM] | 5% | ? | -2% | -2% | -1% | -6% |
| CN1CCN(c2ccc(S(=O)(=O)N3CCCCC3)cc2NC(=O)Cc2c(F)cccc2Cl)CC1 | -1% | -1% | . | . | -34% | . | 5% | 1% | -11% | . | ? |
| CC(C)CC(=O)Nc1nc2c(c(=O)[nH]1)CCCC2 | 2% | -1% | 3% | -6% | -2% | 1% | 3% | -7% | 1% | -21% | 4% |
| Cc1ccccc1C(=O)N1c2ccccc2OCC1C(C)(C)C (configuration not stated) | 2% | -5% | 10% | -35% | -15% | -17% | 0% | -5% | 1% | 0% | 12% |
| CCOC(=O)c1ccc(N(C(=O)c2ccco2)C(C(=O)NC2CCCCC2)c2ccncc2)cc1 (configuration not stated) | 1% | 2% | -8% | 32% | -20% | -3% | 1% | -6% | 0% | -13% | 5% |
| CCCCN(C)S(=O)(=O)c1c(C)[nH]c(=O)[nH]c1=O | -1% | -2% | 2% | 0% | 31% | 2% | -1% | 1% | -2% | 2% | 3% |
| COc1cccc(CNC(=O)CCC2CCCN(C(=O)c3ccc(F)c(Cl)c3)C2)c1 (configuration not stated) | -1% | -2% | 1% | 19% | -2% | 2% | -1% | -4% | -1% | -6% | 0% |
| COc1ccccc1CNC(=O)CCC(=O)N1CCOc2ccc(Cl)cc21 | -1% | 5% | -2% | ? | 27% | 7% | -1% | 0% | 1% | . | 12% |
| COc1ccc(OC)c2c1CCC2=O | 1% | -2% | 11% | 3% | 2% | 1% | 2% | 2% | -1% | 0% | 0% |
| CC(=O)Nc1ccc2nc(NC(=O)c3cccnc3)sc2c1 | ? | 20% | 8% | -5% | ? | -10% | 12µM* | 11% | ? | 1% | ? |
| Cc1ccc(NNC(=O)C(O)(c2cccc(C(F)(F)F)c2)c2cccc(C(F)(F)F)c2)cc1 | -1% | -17% | ? | ? | -97% | 9% | 2% | -4% | -6% | -5% | -3% |
| CCOc1cc(/C=N/Nc2nc(Nc3ccccc3)nc(N3CCCCC3)n2)ccc1OCC(=O)O | 0% | 9% | ? | 4.5µM* | 12% | 1% | 1.1µM* | -2% | 25% | -2% | 3% |
| CC(=O)Nc1ccc(S(=O)(=O)N(C)CC(=O)OCC(=O)N2CCN(C(=O)c3ccco3)CC2)cc1 | -3% | -7% | . | . | -9% | . | 4% | 2% | -5% | . | 1% |
| COc1ccccc1NC(=O)CN1CCN(CC(=O)Nc2cc(C)ccc2OC)CC1 | -3% | -5% | 3% | -16% | -17% | -2% | 0% | 2% | -5% | 6% | -10% |
| O=C(Cn1nc(C(F)F)cc1C(F)F)N/N=C/c1ccc2c(c1)OCO2 | -1% | -1% | 4% | -35% | 12% | 5% | 5% | -2% | 2% | 3% | . |
| Nc1cc(=O)[nH]c(SCC(=O)Nc2cc(Cl)ccc2Cl)n1 | 0% | -4% | -8% | 30% | 11% | -1% | 1% | -1% | -5% | -16% | -2% |
| Cc1c(NP(=O)(c2ccc(Br)cc2)c2ccc(Br)cc2)c(=O)n(-c2ccccc2)n1C | -4% | -4% | -7% | 10% | -6% | -4% | 0% | -6% | -2% | 3% | 6% |
| O=[N+]([O-])c1cccc(N2Cc3ccccc3C2)c1 | 15% | 1% | 24% | 20% | 47% | ? | ? | 7% | 21% | -8% | -4% |
| O=S(=O)(c1ccccc1Cl)N1CCCC1c1nc(-c2ccccc2Cl)no1 (configuration not stated) | 2% | 2% | -5% | 19% | -58% | -7% | 2% | -7% | -2% | -1% | 3% |
| O=C(Nc1cccnc1)c1cc(-c2cccc(Br)c2)nc2ccccc12 | -4% | -28% | -16% | 34% | -57% | 5% | ? | -18% | 0% | 40%[activator] | -3% |
| COc1ccccc1-n1c(CNC(=O)c2ccco2)nnc1SCC(=O)Nc1ccc(F)cc1 | 5% | -3% | -9% | 11% | -13% | -9% | 1% | 1% | -1% | 3% | 2% |
| COc1ccc(CC(=O)NCC(=O)N/N=C/c2cc(Br)ccc2OC)cc1 | 8% | 0% | -1% | 10µM* | -52% | 8% | -11% | -5% | -1% | -12% | -4% |
| Cc1nn(-c2ccccc2)c2c1C(c1ccc(Cl)cc1)N(c1ccccc1)C(=O)N2 (configuration not stated) | 3% | -21% | 1% | 21% | -26% | . | 0% | -6% | -7% | 4% | 2% |
| COCCNC(=O)CN1CCC(NC(=O)Nc2ccc(C(F)(F)F)cc2)CC1 | -1% | -9% | 4% | 2% | -27% | -8% | 2% | -3% | -9% | -3% | . |
| CC(=O)Nc1ccc(NC(=O)C(C)OC(=O)c2cccc(S(=O)(=O)N3CCCCC3)c2)cc1 (configuration not stated) | -1% | -6% | -2% | -12% | -19% | -1% | 6% | 7% | 0% | 15% | -6% |
| Cc1ccc2c(Cl)cc(Cl)c(OCC(=O)NCCc3ccccn3)c2n1 | -1% | -4% | -11% | ? | -38% | 7% | -1% | -5% | -5% | -1% | 12% |
| CCC(=O)NCC(=O)OCC(=O)c1ccccc1 | -1% | 0% | -14% | -5% | 6% | 12% | 1% | 0% | 2% | 3% | 4% |
| CN(C)CCNC(=O)/C=N/O | -3% | -1% | -2% | -11% | 20% | -7% | 5% | 6% | -2% | 5% | -13% |
| CCN(CC(=O)Nc1ccc(OC)cc1)C(=O)c1cc(S(=O)(=O)N(C)C)ccc1N1CCCC1 | 3% | -7% | . | . | -52% | . | 0% | -12% | 5% | . | 1% |
| CC(=O)C1=C(O)C(=O)N(c2ccc(Br)cc2)C1c1cccc(F)c1 (configuration not stated) | -4% | . | 9% | 14%[1.91 µM] | -1% | 82%[activator] | 0% | 2% | -2% | -3% | 10% |
| COCCOC(=O)C1=C(C)OC(N)=C(C#N)C1c1ccc2c(c1)OCO2 (configuration not stated) | 3% | 11% | . | ? | 3% | -6% | 8% | -1% | -1% | 7% | -1% |
| Cc1nn(Cc2ccccc2)c(Cl)c1/C=C/C(=O)OC(C(=O)NC(N)=O)C(C)C (configuration not stated) | -2% | -4% | 4% | -3% | -26% | -6% | -9% | -1% | -6% | 1% | 16% |
| O=C(NCc1ccccn1)c1ccc(Cl)c(S(=O)(=O)NCc2ccccc2)c1 | 1% | -4% | . | . | -3% | . | 2% | 3% | -5% | . | -2% |

These rows are one share of the data (hit frequency here may not be typical).
